Bioassay records as filed in PubChem BioAssay.
SENP8 block-1 – blocks the human protease SENP8; purified SENP8, Z-RLRGG-aminoluciferin cleavage, luminescence; inhibition, % at 10 µM; 1.2% of 330,000 active; AID 2540; in the data active means inhibition above about 50%
UBC13 inh – human UBC13 polyubiquitination inhibition. P61088. UBC13 polyubiquitin chain formation, TR-FRET. inhibition, % at 20 µM. 0.47% of 330,000 active. AID 485273; in the data active means inhibition above about 45%, passing the limit was not always enough
Target sequence (P61088 whole entry, looked up): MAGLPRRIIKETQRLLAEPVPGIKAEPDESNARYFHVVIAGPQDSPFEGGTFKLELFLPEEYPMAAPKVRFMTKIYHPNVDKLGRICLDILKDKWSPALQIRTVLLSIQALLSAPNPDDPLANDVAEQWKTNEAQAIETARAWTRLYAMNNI
Apaf-1 inh – inhibitors of human Apaf-1 apoptosome. O14727. reconstituted apoptosome caspase-3 activity, DEVD-Rh110 fluorescence. inhibition, % at 20 µM. 0.71% of 330,000 active; active means inhibition of at least 40% at 20 µM;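 further: plate controls were DMSO wells for no effect and DEVD-CHO caspase inhibitor wells for full effect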
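Assay system – apoptosome proteins · Medium – Hepes buffer, pH 7.5 · Also added – cytochrome c with DEVD-Rh110 · Timing – 30 min compound preincubation, 50 min activation, room temperature · Detection – Rh110 fluorescence, excitation 480 nm, emission 540 nm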
A3G deaminase – inhibitors of human APOBEC3G DNA deaminase | inhibition, % at 20 µM | Q9HC16 | AID 493012 | recombinant A3G, ssDNA deamination FAM/TAMRA fluorescence | 0.28% of 330,000 active;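 active means inhibition of at least 40% at 20 µM, with no more than 30% in the related APOBEC3A deaminase screen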;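 further: plate controls were DMSO wells with A3G for no effect and wells lacking A3G enzyme for full effect; some compounds called inactive have numbers as strong as hits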
SENP7 inh – inhibitors of human SENP7 protease; recombinant SENP7, Z-RLRGG-aminoluciferin luminescence, 40 min; inhibition, % at 5 µM; 1.5% of 330,000 active; AID 434973;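 active means inhibition above about 50% at the single test dose, limit read from the data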;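 further: plate controls were DMSO with enzyme for no effect and no enzyme buffer wells for full effect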
Target sequence (Q9BQF6 706-1050 limits assumed): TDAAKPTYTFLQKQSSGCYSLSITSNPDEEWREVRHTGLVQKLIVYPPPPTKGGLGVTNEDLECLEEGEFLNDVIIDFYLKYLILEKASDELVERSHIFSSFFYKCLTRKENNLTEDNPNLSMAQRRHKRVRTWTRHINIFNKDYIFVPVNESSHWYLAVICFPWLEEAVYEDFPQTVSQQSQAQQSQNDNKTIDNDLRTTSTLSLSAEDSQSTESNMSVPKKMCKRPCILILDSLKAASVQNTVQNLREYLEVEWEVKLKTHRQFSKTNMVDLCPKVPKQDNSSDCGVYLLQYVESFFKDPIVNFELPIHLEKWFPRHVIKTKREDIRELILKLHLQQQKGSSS
SENP6 block – blocks the human protease SENP6. 1.8% of 330,000 active. Recombinant SENP6 catalytic domain, aminoluciferin luminescence. inhibition, % at 10 µM. Q9GZR1;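 active means inhibition above about 50% at the single tested dose, limit read from the data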;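 further: plate controls were DMSO wells with enzyme for no effect and DMSO wells lacking enzyme for full effect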
Target sequence (Q9GZR1 628-1112 limits assumed): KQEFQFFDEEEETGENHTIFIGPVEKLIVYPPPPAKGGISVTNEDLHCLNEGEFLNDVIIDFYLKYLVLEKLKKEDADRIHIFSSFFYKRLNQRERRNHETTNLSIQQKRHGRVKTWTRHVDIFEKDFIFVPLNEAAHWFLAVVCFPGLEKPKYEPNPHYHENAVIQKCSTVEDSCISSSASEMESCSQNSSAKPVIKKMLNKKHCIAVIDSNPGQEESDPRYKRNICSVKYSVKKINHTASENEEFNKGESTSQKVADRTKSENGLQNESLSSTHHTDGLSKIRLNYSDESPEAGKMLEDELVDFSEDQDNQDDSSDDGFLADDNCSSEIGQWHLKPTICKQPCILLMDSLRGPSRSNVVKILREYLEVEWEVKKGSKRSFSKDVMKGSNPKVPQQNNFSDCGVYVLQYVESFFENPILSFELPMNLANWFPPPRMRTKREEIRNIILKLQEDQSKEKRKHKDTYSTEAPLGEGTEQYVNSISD
SENP1 FRET inh – blocks the human SENP1 SUMO protease catalytic domain | Q9P0U3 | AID 624204 | inhibition, % at 10 µM | 0.21% of 360,000 active | recombinant SENP1 catalytic domain, CyPet-SUMO1-YPet FRET cleavage;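 active means inhibition at least 30% at 10 µM, raw YFP signal under a set limit, fluorescence ratio 0.5 to 1.5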;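 further: 0% = enzyme with DMSO and 100% = no enzyme wells; some results filed as inactive read as strong as hits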
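Material: hSENP1 catalytic domain, recombinant; medium: Tris pH 8 with BME, BSA, NP40 and catalase; compound: single concentration of 10 µM compound, 0.5% DMSO final; technique: FRET read of cyan and yellow fluorescence; timing: 50 min enzyme reaction, room temperature, light-protected; reagent: SFCypet-SUMO1-SFYpet substrate at 25 nM; control set: no-enzyme low, enzyme-DMSO high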
SENP8 block-2 – SENP8 (human) protease inhibition. Q96LD8. 0.64% of 360,000 active. recombinant SENP8, Nedd8 substrate fluorescence. AID 602440. inhibition, % at 20 µM; in the data active means inhibition mostly above about 40%, no sharp cut-off; inactive means mostly below about 27%
The depositor's hits bear a star; · = not tested or not shown. Hits appear at their usual frequency. About 3.6% of those tested had a hit in this group.

Molecule | SENP8 block-1 | UBC13 inh | Apaf-1 inh | A3G deaminase | SENP7 inh | SENP6 block | SENP1 FRET inh | SENP8 block-2
Cc1ccc(C)c(N2CCN(C(=O)c3ccc(CSc4nc5ccncc5[nH]4)cc3)CC2)c1 | 1 | 15 | 16 | -1 | -1 | 6 | 2 | 21
CS(=O)(=O)Cc1cccc(C(=O)NC2CCSc3ccccc32)c1 (stereo not drawn) | 3 | 3 | 2 | 0 | 6 | -29 | 4 | 11
Cc1cc(C)c(NC(=O)CCCN2CCN(C)CC2)c(C)c1 | 0 | -1 | -6 | -7 | 4 | -10 | -1 | 14
CCOC(=O)c1cnc2c(C(=O)OCC)cnn2c1N | 1 | 4 | -6 | -6 | 4 | -32 | 0 | -74
c1ccc(CN2CCN(c3nc(-c4ccccc4)nc(-n4ccnc4)n3)CC2)cc1 | 5 | 2 | 21 | 0 | 6 | -16 | -1 | 13
COc1ccc(-c2cc(-c3ccc(N)cc3)nc(N)c2C#N)cc1OC | -3 | 7 | -10 | 1 | 3 | 10 | -34 | -473
O=C(NCc1nnc(SCC(=O)N2CCCCCC2)o1)c1ccco1 | 8 | 7 | -9 | 77* | 5 | 4 | 0 | 23
O=C(CCN=C1NS(=O)(=O)c2ccccc21)OCc1cccc(Cl)c1 | -8 | -3 | 5 | -12 | -5 | -30 | 1 | 9
COc1ccc(/C=C/C(=O)NCCNC(=O)c2ccccc2)cc1OC | 1 | 13 | -30 | -8 | 1 | 15 | 2 | -103
CCCNC1=C(C)C(=O)CC1 | -2 | -8 | 7 | 6 | 2 | -14 | 1 | 22
CC(=O)c1ccc(OCC(=O)OCC(=O)Nc2sccc2C(N)=O)cc1 | 2 | 31 | -21 | -5 | 7 | -13 | 2 | 5
O=[N+]([O-])c1cccc(/C=N/N2CCN(c3ccccn3)CC2)c1 | 9 | -4 | 14 | -2 | 21 | 48 | 1 | 27
NS(=O)(=O)c1ccc(NS(=O)(=O)c2ccc(Br)cc2)cc1 | -11 | -1 | -8 | -6 | -4 | -31 | 3 | 7
Nc1ccccc1Sc1ccc(C(=O)c2ccccc2C(=O)O)cc1[N+](=O)[O-] | 7 | -20 | -11 | 0 | 6 | 7 | 12 | 13
CCn1c(CCNC(=O)c2cccs2)nnc1SCC(=O)NC1CCCCC1 | 1 | 4 | -15 | -5 | -5 | -3 | -1 | 14
COc1ccc(-n2ncc3c(=O)n(CC(=O)Nc4ccc5c(c4)OCCO5)cnc32)cc1 | -6 | 21 | 1 | -8 | -3 | -7 | 1 | -150
COc1ccccc1C(=O)N1CCN(C(=O)Cc2ccccc2)CC1 | 2 | 5 | 3 | -4 | 3 | -13 | 2 | 7
Clc1nc(Cl)nc(N(c2ccccc2)c2ccccc2)n1 | 1 | 2 | -1 | -6 | -2 | -1 | 3 | 4
CC/C(=N\NS(=O)(=O)c1ccc(C)cc1)c1ccco1 | -5 | -3 | 6 | -8 | 7 | -6 | 3 | 5
CC(Oc1cc2oc(=O)c3c(c2cc1Cl)CCC3)C(=O)NCc1ccncc1 (stereo not drawn) | -1 | -5 | 6 | 1 | 4 | 16 | 0 | -52
CC1(C)CC(=O)c2c(O)cc(OCC(=O)NCCc3ccc(S(N)(=O)=O)cc3)cc2O1 | -7 | -1 | -6 | -7 | 10 | -19 | 0 | 34
O=C(CN1C(=O)c2ccccc2C1=O)N1CCN(c2ccccn2)CC1 | -9 | -6 | 3 | -10 | -10 | 3 | 0 | 2
CC(=O)SCCC(=O)Nc1ccccc1 | -6 | 4 | -13 | -6 | 0 | -30 | 1 | 14
COc1cc(OC)cc(C(=O)N[C@H](C(=O)Nc2nc(-c3cc(OC)ccc3OC)cs2)C(C)C)c1 | -6 | -26 | 16 | 1 | -5 | 2 | 0 | -9

Some of the entries so far, with two lines to a compound.
Values run as follows: SENP8 block-1 | UBC13 inh | Apaf-1 inh | A3G deaminase | SENP7 inh | SENP6 block | SENP1 FRET inh | SENP8 block-2
> O=C(CCN=C1NS(=O)(=O)c2ccccc21)OCc1cccc(Cl)c1
    -8 | -3 | 5 | -12 | -5 | -30 | 1 | 9
> COc1ccc(/C=C/C(=O)NCCNC(=O)c2ccccc2)cc1OC
    1 | 13 | -30 | -8 | 1 | 15 | 2 | -103
> CCCNC1=C(C)C(=O)CC1
    -2 | -8 | 7 | 6 | 2 | -14 | 1 | 22
> CC(=O)c1ccc(OCC(=O)OCC(=O)Nc2sccc2C(N)=O)cc1
    2 | 31 | -21 | -5 | 7 | -13 | 2 | 5
> O=[N+]([O-])c1cccc(/C=N/N2CCN(c3ccccn3)CC2)c1
    9 | -4 | 14 | -2 | 21 | 48 | 1 | 27
> NS(=O)(=O)c1ccc(NS(=O)(=O)c2ccc(Br)cc2)cc1
    -11 | -1 | -8 | -6 | -4 | -31 | 3 | 7
> Nc1ccccc1Sc1ccc(C(=O)c2ccccc2C(=O)O)cc1[N+](=O)[O-]
    7 | -20 | -11 | 0 | 6 | 7 | 12 | 13
> CCn1c(CCNC(=O)c2cccs2)nnc1SCC(=O)NC1CCCCC1
    1 | 4 | -15 | -5 | -5 | -3 | -1 | 14
> COc1ccc(-n2ncc3c(=O)n(CC(=O)Nc4ccc5c(c4)OCCO5)cnc32)cc1
    -6 | 21 | 1 | -8 | -3 | -7 | 1 | -150
> COc1ccccc1C(=O)N1CCN(C(=O)Cc2ccccc2)CC1
    2 | 5 | 3 | -4 | 3 | -13 | 2 | 7
> Clc1nc(Cl)nc(N(c2ccccc2)c2ccccc2)n1
    1 | 2 | -1 | -6 | -2 | -1 | 3 | 4
> CC/C(=N\NS(=O)(=O)c1ccc(C)cc1)c1ccco1
    -5 | -3 | 6 | -8 | 7 | -6 | 3 | 5
> CC(Oc1cc2oc(=O)c3c(c2cc1Cl)CCC3)C(=O)NCc1ccncc1 (stereo not drawn)
    -1 | -5 | 6 | 1 | 4 | 16 | 0 | -52
> CC1(C)CC(=O)c2c(O)cc(OCC(=O)NCCc3ccc(S(N)(=O)=O)cc3)cc2O1
    -7 | -1 | -6 | -7 | 10 | -19 | 0 | 34
> O=C(CN1C(=O)c2ccccc2C1=O)N1CCN(c2ccccn2)CC1
    -9 | -6 | 3 | -10 | -10 | 3 | 0 | 2

Later entries
Molecule | SENP8 block-1 | UBC13 inh | Apaf-1 inh | A3G deaminase | SENP7 inh | SENP6 block | SENP1 FRET inh | SENP8 block-2
Cc1sc2ncnc(NC(C)C(=O)O)c2c1C (stereo not drawn) | -10 | -1 | 2 | -3 | 1 | -6 | 1 | 17
CCCSc1nc(-c2ccccc2)cc(C(F)(F)F)c1C#N | -1 | 28 | 4 | -2 | 5 | -4 | 1 | -265
Cc1ccccc1Nc1nc(N)nc(CSc2nnnn2C)n1 | -8 | 10 | 2 | -12 | -3 | -7 | 1 | 6
O=C(NCc1ccccc1)C(c1ccc(Cl)cc1)N(C(=O)c1csnn1)C1CC1 (stereo not drawn) | 1 | 0 | 9 | -7 | 8 | -5 | 1 | 6
COC(=O)c1ccccc1NC(=O)c1cc[n+]([O-])cc1 | 10 | -1 | -5 | -4 | 1 | -15 | -3 | -9
NC(=S)N/N=C\c1ccccc1OCc1ccccc1 | 2 | 7 | 7 | -7 | 4 | 7 | 3 | 16
CCOc1ccc2oc(C(=O)OCC(=O)NC(=O)NC3CCCC3)c(C)c2c1 | -17 | 12 | 22 | -7 | 15 | 6 | -6 | -272
CCOC(=O)Cn1nc(-c2ccc(C)cc2)ccc1=O | -3 | 20 | -11 | -5 | 7 | -4 | 0 | -20
O=C(O)c1cn(Cc2ccccc2)c2ccccc2c1=O | 0 | 7 | 0 | -4 | 1 | 5 | 1 | -14
Cc1cc(C)n(S(=O)(=O)c2ccc(C)c(C)c2)n1 | 6 | -6 | -12 | -5 | 0 | 3 | 2 | 2
C#CCOCCOCCOCCNc1nc(N2CCN(C(=O)CCCCCCCCCCNC(=O)[C@H](CCCCN)n3cc(C)nn3)CC2)nc(N2CCN(C(=O)CCCCCCCCCCNC(=O)[C@H](CO)n3cc(CCCSC)nn3)CC2)n1 | -20 | 121* | 60* | 14 | 4 | -39 | · | ·
C=CCn1cc(C(=O)NCCCN(CC)CC)c(=O)c2cc(S(=O)(=O)N3CCC(C)CC3)ccc21 | 8 | -2 | -6 | -4 | 0 | 9 | 1 | 6
CCCc1nn(-c2cc(Cl)ccc2OC)c2c1C(=O)CC(C)(C)C2 | -9 | 5 | 24 | -13 | -7 | -9 | 2 | -30
Cc1ccc(NC(=O)C(C)N2C(=O)c3ccccc3C2=O)nc1 (stereo not drawn) | -2 | 1 | -6 | -5 | 2 | -6 | -2 | 7
CCN(C(=O)c1ccc(C(C)(C)C)cc1)c1nnc(Cn2nnc3ccccc32)s1 | 0 | -6 | 25 | -2 | 0 | -4 | 2 | 18
COc1ccc(N(CC(=O)NN=C2CCN(C)CC2)S(=O)(=O)c2ccccc2)c(OC)c1 | 2 | 12 | 5 | -4 | 0 | -8 | 1 | 4
O=C(N/C(=C/c1ccco1)C(=O)N1CCCCCC1)c1ccccc1 | -2 | -5 | 10 | 6 | 3 | -24 | -4 | 0
O=C(Nc1ccnn1C1CCN(C2CCOCC2)CC1)c1cccc(F)c1 | 6 | -5 | -4 | -2 | -1 | -2 | 1 | 6
COc1nc(-c2ccccc2)ccc1-c1noc(-c2cccnc2)n1 | -3 | 30 | -6 | -2 | 10 | 3 | -4 | -167
O=C(CS(=O)CC(=O)N(CC(=O)NC1CCCC1)C1CCCC1)Nc1ccc(F)cc1 (stereo not drawn) | -7 | -5 | -4 | -4 | -10 | 4 | 2 | 9
COc1cccc(-c2nc(CS(=O)CC(=O)NCCc3ccc(C)cc3)c(C)o2)c1 (stereo not drawn) | 5 | 0 | 10 | 6 | -3 | 1 | 2 | 16
Cc1ccc(C)c(N2CCN(C(=O)CN3C(=O)c4ccccc4C3=O)CC2)c1 | 7 | 6 | 18 | -1 | 5 | 14 | 0 | 11
COc1ccc(C(=O)NNC(=O)c2cc3cc([N+](=O)[O-])ccc3oc2=O)cc1OC | -12 | -16 | 4 | -4 | -2 | -9 | 1 | 14
COc1ccccc1C(=O)NCCC(=O)Nc1ccc(OC(F)(F)F)cc1 | 0 | -5 | 9 | -3 | -6 | -2 | 0 | 9
CN(C)/C=C/C(=O)c1ccc(Br)cc1 | -18 | -12 | 4 | -4 | -2 | -4 | -5 | 17
CC(/C=C/c1ccccc1)=N\NC(=O)CCc1ccccc1 | 2 | -2 | 9 | 2 | -5 | -15 | 2 | 14
COc1cccc(Cn2c(NCC(C)C)nc3c2c(=O)n(C)c(=O)n3C)c1 | -20 | 5 | 7 | -4 | -7 | -14 | 1 | 10
COC(=O)c1ccc(OCc2cc(=O)n3ccsc3n2)cc1 | 5 | 4 | -1 | 0 | 12 | 33 | -1 | 17
CCOC(=O)c1snc(-c2ccc(F)cc2)c1N | -6 | -4 | -15 | -4 | -5 | -16 | 0 | -228
Cc1nc(CCNS(=O)(=O)c2cccs2)cs1 | -4 | 1 | 0 | -10 | -3 | -23 | 0 | 3
CCOC(=O)c1cnc2ccc(C)cc2c1Sc1ccc(F)cc1 | -13 | -7 | 14 | -6 | -6 | -7 | 1 | 30
Cc1ccc(S(=O)(=O)NNC2CC(=O)N(c3ccc(Br)cc3)C2=O)cc1 (stereo not drawn) | 0 | -3 | -21 | -7 | 4 | -18 | 2 | 9
